bCat nuc transl – beta-catenin nuclear translocation modulation. HeLa beta-catenin nuclear translocation, immunofluorescence imaging. nuclear translocation activity, % at 5 µM. actives 0.3% (n = 190,000). AID 1665;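 active = nuclear translocation activity above 50% at 5 µM, with a well cell count of 50 or more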;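 also: per-cell ratio of nuclear to cytoplasmic median beta-catenin stain intensity; plate controls were DMSO negative control for no effect and GSK-3 inhibitor IX positive control for full effect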
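Test system: HeLa cells, endogenous beta-catenin; Compound: single 5 µM dose plus 0.02–20 µM confirmation series; Times: compound exposure 24 h at 37°C; Signal: fluorescence imaging of beta-catenin antibody stain plus DAPI; Read-out: % activation, nuclear-to-cytoplasmic median beta-catenin signal ratio per cell.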
Yfh1-off respiration – mitochondrial function rescue without frataxin homolog – Friedreich's ataxia, plus single-dose screen, dose response (AID 1465). S. cerevisiae Yfh1-off respiration, WST-1 reduction, 72 h; higher fold induction means a stronger effect. one-dose fold induction at 50 µM; EC50 in µM for titrated hits. actives 0.074% (n = 220,000);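 active = fold induction of absorbance versus untreated yeast above a set limit, then at least 30% activation at any dose in follow-up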;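 also: activators that raise dye reduction in frataxin-depleted yeast; strong numbers were not always called active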
Dynein cargo inh – blocks dynein driven cargo transport along microtubules; 3617.4 mouse cells, GR-EGFP nuclear translocation imaging; test concentration mostly 20 µM; stimulated with dexamethasone, 1 µM; hits give low values; z-score, hits read low; actives 0.47% (n = 220,000); AID 1381;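 active = plate z-score of nuclear minus cytoplasmic receptor signal below a set negative limit, without overly bright fluorescence or cell loss, cut at about -3.5 in these data, passing the limit was not always enough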;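 also: z-score of nuclear minus cytoplasmic ring GR-EGFP intensity difference per well; some compounds called inactive have numbers as strong as hits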
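medium = tetracycline-free induction medium containing charcoal-stripped FBS | also added = 1.0 µM final dexamethasone stimulus | schedule = 48 h induction, 1 h compound, 30 min dex at 37 °C | technique = fixed, Hoechst-stained cells imaged at 10x for EGFP | measure = GR-EGFP nuclear translocation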
MT stabilizer – stabilizes microtubules in HeLa cells; % tubulin-high responders, % at 10 µM; actives 0.83% (n = 200,000); HeLa tubulin immunostaining HCS, 24 h; share of cells brighter than vehicle mean+2SD;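 active = plate Z-score above 3 for both tubulin-high and condensed-nucleus cell shares, with cell loss under 80%, at 10 µM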;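 also: anti alpha tubulin signal scored within the nucleus-defined area of each cell; some results filed as inactive read as strong as hits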
P. falciparum M1AAP – P. falciparum M1AAP inhibitors, biochemical, fluorogenic H-Leu-NHMec substrate, 1536-well (AID 1445) | one-dose inhibition, % at 30 µM; IC50 in µM for titrated hits | actives 0.42% (n = 220,000) | recombinant M1AAP, H-Leu-NHMec fluorogenic kinetic assay; higher % means a stronger effect;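 active = primary inhibition above the hit cutoff, then over 50% inhibition at one or more dose response concentrations, cut at about 23% in these data, passing the limit was not always enough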;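 also: plate controls were DMSO full reaction for no effect and no enzyme background for full effect; strong numbers were not always called active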
WT yeast gro inh – growth inhibition of WT yeast, mitochondrial fusion screen; mitochondrial fusion phenotypic screen, WT strain; actives 2.1% (n = 190,000); inhibition, % at 10 µM; in the data active = inhibition above about 58%; tested in S. cerevisiae
P. falciparum M17LAP – P. falciparum M17LAP inhibitors, primary screen, biochemical, fluorogenic H-Leu-NHMec substrate, 1536-well (AID 1619); recombinant M17LAP, H-Leu-NHMec fluorogenic kinetic assay; higher % means a stronger effect; one-dose inhibition, % at 30 µM; IC50 in µM for titrated hits; actives 0.38% (n = 220,000);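 active = compound inhibiting the enzyme by more than half at any dose during confirmatory dose-response retesting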;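 also: plate controls were full reaction with DMSO carrier for no effect and no enzyme background for full effect; strong numbers were not always called active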
T cell modulator – modulates CD8 T cell binding to vesicles. calls only at 7 µM. actives 0.068% (n = 330,000). 2C CD8+ T cell-vesicle binding, flow cytometry; hits give low values;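 active = response, share of CD8 T cells binding vesicles, and their 90th percentile fluorescence all below set limits, cut at about 80% in these data, passing the limit was not always enough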
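Incubation: binding step 1.5 h, 37 °C, antibody labelling 20 min, ice; system: murine 2C transgenic CD8+ T lymphocytes; technique: cytometric PE anti-B7-1 and Alexa647 anti-CD8 signals after 1% paraformaldehyde fixation; also added: QL9-charged Drosophila Ld/ICAM-1/B7-1 vesicles; control set: naked versus QL9-loaded vesicles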
Autophagy HCS – alters autophagy in cells | AID 463193 | calls only at 10 µM (by protocol) | MEF GFP-LC3 puncta imaging; test concentration mostly 10 µM | actives 0.98% (n = 190,000);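 active = percentage of spot-positive cells more than 3 SD above its plate mean, without a fluorescence outlier flag or 80% toxicity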;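 also: spot-positive cell cutoff set from DMSO-treated cells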
WT yeast gro inh mutant strain – also measured in WT yeast gro inh; calls as there; inhibition, %; mitochondrial fusion phenotypic screen, mutant strain inhibition
Dynein cargo inh cytoplasmic EGFP – also measured in Dynein cargo inh; calls as there; z-score; measured here: cytoplasmic GR-EGFP intensity; hits give high values
Dynein cargo inh nuclear GR-EGFP – also measured in Dynein cargo inh; calls as there; z-score; measured here: nuclear GR-EGFP intensity;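 lower value marks the stronger effect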
Dynein cargo inh cell count – recorded beside Dynein cargo inh, whose call it bears; z-score; measured here: cell count per field
bCat nuc transl cell count 5 µM – also measured in bCat nuc transl; calls as there; cell count; measured here: cell count, cytotoxicity flag
T cell modulator vesicle-bound % – further read-out of T cell modulator, marked with its call; double positive events, %; measured here: CD8+ vesicle-bound cell fraction;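 binding gate set so that unloaded-vesicle control wells show 10% double positive cells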
MT stabilizer Hoechst-high % – also measured in MT stabilizer; calls as there; % Hoechst-high responders; measured here: nuclear condensation Hoechst responders;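 share of cells brighter than vehicle mean plus two SD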
MT stabilizer cytotoxicity % – further read-out of MT stabilizer, marked with its call; toxicity, %; measured here: cytotoxicity by cell density;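 0% = mean cell density of plate MIN control wells and 100% = no cells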
Autophagy HCS cell loss 18 h – also measured in Autophagy HCS; calls as there; toxicity, %; measured here: cell loss, nuclei count;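 cell loss after 18 h compound exposure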
Active calls of the source: *.

Results for COc1ccc(Cc2c(N)nc(N)nc2N)cc1 ?
bCat nuc transl: 0.9; Yfh1-off respiration: inactive; Dynein cargo inh: -0.075; MT stabilizer: 1.8; P. falciparum M1AAP: 12%; WT yeast gro inh: -7; P. falciparum M17LAP: 1%; T cell modulator: inactive; Autophagy HCS: inactive; WT yeast gro inh mutant strain: -1; Dynein cargo inh cytoplasmic EGFP: -0.14; Dynein cargo inh nuclear GR-EGFP: 0.14; Dynein cargo inh cell count: -0.68; bCat nuc transl cell count 5 µM: 1284; T cell modulator vesicle-bound %: 10; MT stabilizer Hoechst-high %: 1.2; MT stabilizer cytotoxicity %: 0.6; Autophagy HCS cell loss 18 h: 25

What do the screens show for `CC(/C=C/c1ccc2c(c1)OCO2)=N\NC(=O)COc1ccccc1C`?
bCat nuc transl: 0.9; Yfh1-off respiration: inactive; Dynein cargo inh: 0.33; MT stabilizer: 4.0; P. falciparum M1AAP: 13%; WT yeast gro inh: 10; P. falciparum M17LAP: 11%; T cell modulator: inactive; Autophagy HCS: inactive; WT yeast gro inh mutant strain: 9; Dynein cargo inh cytoplasmic EGFP: -0.2; Dynein cargo inh nuclear GR-EGFP: 0.026; Dynein cargo inh cell count: -0.7; bCat nuc transl cell count 5 µM: 1198; T cell modulator vesicle-bound %: 31; MT stabilizer Hoechst-high %: 2.3; MT stabilizer cytotoxicity %: 6.1; Autophagy HCS cell loss 18 h: 10

How did COc1ccc(-c2noc(CCCOc3ccccc3)n2)cc1OC do in these assays?
bCat nuc transl: 0.9; Yfh1-off respiration: inactive; Dynein cargo inh: -0.32; MT stabilizer: 3.2; P. falciparum M1AAP: -5%; WT yeast gro inh: 40; P. falciparum M17LAP: 11%; T cell modulator: inactive; Autophagy HCS: inactive; WT yeast gro inh mutant strain: 15; Dynein cargo inh cytoplasmic EGFP: 0.47; Dynein cargo inh nuclear GR-EGFP: 0.57; Dynein cargo inh cell count: -0.93; bCat nuc transl cell count 5 µM: 1083; T cell modulator vesicle-bound %: 58; MT stabilizer Hoechst-high %: 1.4; MT stabilizer cytotoxicity %: 1.4; Autophagy HCS cell loss 18 h: 5

How did Cc1nc2c(cnn2-c2ccccc2Cl)c(=O)n1-c1ccc(N2CCC(C)CC2)cc1 do in these assays?
Yfh1-off respiration: inactive; Dynein cargo inh: -1.1; MT stabilizer: 2.0; P. falciparum M1AAP: -2%; WT yeast gro inh: 45; P. falciparum M17LAP: 0%; T cell modulator: inactive; Autophagy HCS: inactive; WT yeast gro inh mutant strain: -6; Dynein cargo inh cytoplasmic EGFP: -0.3; Dynein cargo inh nuclear GR-EGFP: -0.68; Dynein cargo inh cell count: 0.76; T cell modulator vesicle-bound %: 14; MT stabilizer Hoechst-high %: 0.8; MT stabilizer cytotoxicity %: 11; Autophagy HCS cell loss 18 h: 17

How did Cc1ccc(NC(=O)c2ccc3c(c2)OCCO3)cc1 do in these assays?
bCat nuc transl: 0.9; Yfh1-off respiration: inactive; Dynein cargo inh: 0.31; MT stabilizer: 2.0; P. falciparum M1AAP: 0%; WT yeast gro inh: -1; P. falciparum M17LAP: -5%; T cell modulator: inactive; Autophagy HCS: inactive; WT yeast gro inh mutant strain: -5; Dynein cargo inh cytoplasmic EGFP: -0.062; Dynein cargo inh nuclear GR-EGFP: -0.44; Dynein cargo inh cell count: -1.2; bCat nuc transl cell count 5 µM: 1441; T cell modulator vesicle-bound %: 48; MT stabilizer Hoechst-high %: 1.7; MT stabilizer cytotoxicity %: 5.6; Autophagy HCS cell loss 18 h: 2

How did CC(CC(=O)Nc1ccccc1)n1ccnc1 (stereo unspecified) do in these assays?
bCat nuc transl: -1.8; Yfh1-off respiration: inactive; Dynein cargo inh: 1.9; MT stabilizer: 2.5; P. falciparum M1AAP: -7%; WT yeast gro inh: 9; P. falciparum M17LAP: -14%; T cell modulator: inactive; Autophagy HCS: inactive; WT yeast gro inh mutant strain: -5; Dynein cargo inh cytoplasmic EGFP: -0.12; Dynein cargo inh nuclear GR-EGFP: 0.96; Dynein cargo inh cell count: -0.84; bCat nuc transl cell count 5 µM: 1028; T cell modulator vesicle-bound %: 29; MT stabilizer Hoechst-high %: 1.2; MT stabilizer cytotoxicity %: 6.0; Autophagy HCS cell loss 18 h: -8

How did COc1ccc([N+](=O)[O-])cc1NC(=O)c1ccc(C)o1 do in these assays?
bCat nuc transl: -8.7; Yfh1-off respiration: inactive; Dynein cargo inh: 0.025; MT stabilizer: 2.3; P. falciparum M1AAP: 4%; WT yeast gro inh: 1; P. falciparum M17LAP: 0%; T cell modulator: inactive; Autophagy HCS: inactive; WT yeast gro inh mutant strain: 5; Dynein cargo inh cytoplasmic EGFP: -0.25; Dynein cargo inh nuclear GR-EGFP: 0.19; Dynein cargo inh cell count: -0.24; bCat nuc transl cell count 5 µM: 574; T cell modulator vesicle-bound %: 56; MT stabilizer Hoechst-high %: 2.3; MT stabilizer cytotoxicity %: 8.0; Autophagy HCS cell loss 18 h: 3

Results for Cc1cccc2nc(CSc3nc4cc([N+](=O)[O-])ccc4s3)cn12 ?
bCat nuc transl: -0.7; Yfh1-off respiration: inactive; Dynein cargo inh: -0.24; MT stabilizer: 2.2; P. falciparum M1AAP: 1%; WT yeast gro inh: 22; P. falciparum M17LAP: 10%; T cell modulator: inactive; Autophagy HCS: inactive; WT yeast gro inh mutant strain: 13; Dynein cargo inh cytoplasmic EGFP: -0.3; Dynein cargo inh nuclear GR-EGFP: -0.44; Dynein cargo inh cell count: 0.35; bCat nuc transl cell count 5 µM: 927; T cell modulator vesicle-bound %: 46; MT stabilizer Hoechst-high %: 2.0; MT stabilizer cytotoxicity %: 6.2; Autophagy HCS cell loss 18 h: -4

Results for Cc1cccc(/C=N/n2c(-c3cc(-c4ccccc4)n[nH]3)n[nH]c2=S)c1 ?
bCat nuc transl: -1.3; Yfh1-off respiration: inactive; Dynein cargo inh: -0.89; MT stabilizer: 3.6; P. falciparum M1AAP: 10%; WT yeast gro inh: 13; P. falciparum M17LAP: 7%; T cell modulator: inactive; Autophagy HCS: inactive; WT yeast gro inh mutant strain: 7; Dynein cargo inh cytoplasmic EGFP: -0.059; Dynein cargo inh nuclear GR-EGFP: -0.22; Dynein cargo inh cell count: 0.67; bCat nuc transl cell count 5 µM: 993; T cell modulator vesicle-bound %: 36; MT stabilizer Hoechst-high %: 1.9; MT stabilizer cytotoxicity %: 17; Autophagy HCS cell loss 18 h: 1

Results for CCNc1nc(NCC)nc(N(n2cnnc2)S(=O)(=O)c2ccc(C)cc2)n1 ?
bCat nuc transl: 0.0; Yfh1-off respiration: inactive; Dynein cargo inh: 0.76; MT stabilizer: 2.0; P. falciparum M1AAP: 9%; WT yeast gro inh: 6; P. falciparum M17LAP: 8%; T cell modulator: inactive; Autophagy HCS: inactive; WT yeast gro inh mutant strain: -12; Dynein cargo inh cytoplasmic EGFP: -0.27; Dynein cargo inh nuclear GR-EGFP: 0.24; Dynein cargo inh cell count: -0.097; bCat nuc transl cell count 5 µM: 932; T cell modulator vesicle-bound %: 2; MT stabilizer Hoechst-high %: 3.8; MT stabilizer cytotoxicity %: 12; Autophagy HCS cell loss 18 h: -5

What do the screens show for `Cc1cc(/C=C(\C#N)C(=O)NCc2ccco2)c(C)[nH]1`?
bCat nuc transl: 0.9; Yfh1-off respiration: inactive; Dynein cargo inh: 0.54; MT stabilizer: 3.1; P. falciparum M1AAP: 13%; WT yeast gro inh: -15; P. falciparum M17LAP: -4%; T cell modulator: inactive; Autophagy HCS: inactive; WT yeast gro inh mutant strain: -12; Dynein cargo inh cytoplasmic EGFP: -0.25; Dynein cargo inh nuclear GR-EGFP: 0.28; Dynein cargo inh cell count: 0.36; bCat nuc transl cell count 5 µM: 507; T cell modulator vesicle-bound %: 29; MT stabilizer Hoechst-high %: 1.8; MT stabilizer cytotoxicity %: 2.6; Autophagy HCS cell loss 18 h: 27

What do the screens show for `COc1ccc(-c2cn[nH]c2-c2ccc(OCc3ccc(F)cc3)cc2O)cc1OC`?
bCat nuc transl: -0.1; Yfh1-off respiration: inactive; Dynein cargo inh: -1.4; P. falciparum M1AAP: 1%; P. falciparum M17LAP: -5%; T cell modulator: inactive; Dynein cargo inh cytoplasmic EGFP: -0.23; Dynein cargo inh nuclear GR-EGFP: -0.71; Dynein cargo inh cell count: 1.8; bCat nuc transl cell count 5 µM: 1311; T cell modulator vesicle-bound %: 11

How did COc1cc(/C=N/n2cnnc2-n2nc(C)cc2C)cc([N+](=O)[O-])c1O do in these assays?
bCat nuc transl: 0.9; Yfh1-off respiration: inactive; Dynein cargo inh: 0.87; P. falciparum M1AAP: 8%; P. falciparum M17LAP: 19%; T cell modulator: inactive; Dynein cargo inh cytoplasmic EGFP: -0.24; Dynein cargo inh nuclear GR-EGFP: 0.51; Dynein cargo inh cell count: -0.57; bCat nuc transl cell count 5 µM: 1291; T cell modulator vesicle-bound %: 35
